Assay outcomes from PubChem.
LRH-1 inv ag – inverse agonists of human LRH-1 (NR5A2). O00482. HEK293T StAR-luciferase reporter, LRH-1 transfected, 24 h. inhibition, % at 3.6 µM. hit rate 0.13% among 360,000. AID 602396;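 active = inhibition above the mean inhibition of all tested compounds plus 3 SD, cut at about 73% in these data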;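 also: 0% = DMSO wells and 100% = reporter-only cells lacking LRH-1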
SRC2 inh – inhibits human steroid receptor coactivator 2; Q15596; hit rate 0.17% among 370,000; HEK293 GAL4-SRC2 luciferase reporter, luminescence; AID 651957; inhibition, % at 9 µM;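 active = inhibition above the mean inhibition of all tested compounds plus 3 SD, set per campaign, cut at about 52% in these data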;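 also: 0% = DMSO treated cells and 100% = cells given Gossypol at 36 µM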
Target sequence (Q15596 whole entry, looked up, the tested form may be a part): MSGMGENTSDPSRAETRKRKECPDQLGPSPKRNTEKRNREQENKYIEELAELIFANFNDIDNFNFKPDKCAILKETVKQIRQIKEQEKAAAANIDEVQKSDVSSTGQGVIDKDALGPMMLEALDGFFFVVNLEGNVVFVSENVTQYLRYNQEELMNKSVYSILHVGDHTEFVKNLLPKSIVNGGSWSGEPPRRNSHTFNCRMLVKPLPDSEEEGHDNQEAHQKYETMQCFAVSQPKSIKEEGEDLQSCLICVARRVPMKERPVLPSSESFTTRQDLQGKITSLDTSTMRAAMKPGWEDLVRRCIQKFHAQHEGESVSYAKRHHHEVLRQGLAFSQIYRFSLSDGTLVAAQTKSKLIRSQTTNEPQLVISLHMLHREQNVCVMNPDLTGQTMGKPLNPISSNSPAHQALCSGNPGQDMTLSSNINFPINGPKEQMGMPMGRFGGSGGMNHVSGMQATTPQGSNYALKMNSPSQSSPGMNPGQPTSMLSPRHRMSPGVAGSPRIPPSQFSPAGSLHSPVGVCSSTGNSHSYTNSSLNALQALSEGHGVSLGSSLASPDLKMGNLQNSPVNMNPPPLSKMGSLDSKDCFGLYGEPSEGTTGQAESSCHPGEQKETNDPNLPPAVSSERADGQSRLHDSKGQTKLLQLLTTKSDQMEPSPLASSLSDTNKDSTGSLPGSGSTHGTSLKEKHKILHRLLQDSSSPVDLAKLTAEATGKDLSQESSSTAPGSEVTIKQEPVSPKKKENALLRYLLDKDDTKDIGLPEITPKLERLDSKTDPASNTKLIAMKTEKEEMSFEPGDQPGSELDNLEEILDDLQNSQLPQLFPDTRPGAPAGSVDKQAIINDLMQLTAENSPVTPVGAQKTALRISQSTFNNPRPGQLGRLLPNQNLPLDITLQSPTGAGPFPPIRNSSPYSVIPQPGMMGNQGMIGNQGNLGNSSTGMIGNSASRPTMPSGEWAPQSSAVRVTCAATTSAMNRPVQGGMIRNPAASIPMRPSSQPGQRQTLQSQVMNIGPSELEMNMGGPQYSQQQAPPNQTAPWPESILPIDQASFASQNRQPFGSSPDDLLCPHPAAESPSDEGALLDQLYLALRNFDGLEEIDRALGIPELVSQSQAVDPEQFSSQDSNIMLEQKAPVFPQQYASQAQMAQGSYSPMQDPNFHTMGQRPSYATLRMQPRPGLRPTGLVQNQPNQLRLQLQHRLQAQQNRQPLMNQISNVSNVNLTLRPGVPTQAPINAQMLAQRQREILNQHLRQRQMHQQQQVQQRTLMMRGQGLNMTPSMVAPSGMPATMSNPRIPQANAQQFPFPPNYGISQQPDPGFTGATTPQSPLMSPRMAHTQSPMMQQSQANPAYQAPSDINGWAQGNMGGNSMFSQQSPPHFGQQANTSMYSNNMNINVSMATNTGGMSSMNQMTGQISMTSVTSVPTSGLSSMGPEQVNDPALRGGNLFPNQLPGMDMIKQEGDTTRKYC
NCOA1 inh – inhibitors of human steroid receptor coactivator 1 (SRC1); HEK293 GAL4-SRC1 luciferase reporter, luminescence; inhibition, % at 3.6 µM; hit rate 0.12% among 360,000;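 active = inhibition above the campaign mean plus 3 SD, with each screening campaign given its own cutoff, cut at about 60% in these data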;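 also: 0% = DMSO treated cells and 100% = gossypol at 36 µM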
TRAIL sens C8 – sensitizes caspase-8 expressing cells to TRAIL; NB7+C8 cells + TRAIL, ATPlite viability luminescence; inhibition (viability loss, TRAIL sensitization), % at 10 µM; hit rate 1% among 360,000; AID 624354;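 active = compounds causing at least 50% loss of cell viability in the single-dose screen, relative to plate controls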
TLR9-MyD88 block – blocks human TLR9 binding to MyD88 | Q9NR96+Q99836 | CHO BLA complementation TLR9-MyD88, CCF4 FRET ratio | inhibition, % at 4.98 µM | hit rate 0.21% among 340,000 | AID 504734;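 active = inhibition above the mean over all tested compounds plus 3 SD, cut at about 21% in these data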;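 also: 0% = DMSO only wells and 100% = clavulanate BLA inhibitor control wells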
NCOA3 inh – human NCOA3 inhibition. HEK293 GAL4-SRC3 luciferase reporter, luminescence. inhibition, % at 3.6 µM. hit rate 0.17% among 360,000. AID 588352;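 active = inhibition above a per-campaign cutoff, the mean of all compounds plus 3 SD, cut at about 60% in these data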;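 also: 0% = DMSO-treated cells and 100% = gossypol-treated cells at 36 µM; higher means less SRC3-driven luciferase light from the GAL4 reporter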
NR2F2 inh – NR2F2 (human) inhibition, primary screen; hit rate 0.7% among 370,000; inhibition, % at 8.6 µM; HEK293T NGFI-A luciferase reporter, luminescence;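 active = inhibition above a per-plate cutoff, mean inhibition of test wells between control levels plus 3 SD, cut at about 38% in these data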;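 also: cells cotransfected with COUP-TFII expression vector driving the NGFI-A reporter; 0% = median of COUP-TF2 test wells and 100% = reporter-only cells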
Vif imaging – blocks HIV Vif function. HEK293T cells, Vif self-association by quenched fluorescence, imaging, 24 h. inhibition, % at 7.49 µM. hit rate 0.35% among 340,000; in the data active = inhibition above about 50%, passing the limit was not always enough; inconclusive = no clear call, values can overlap the other calls; inactive = below about 31%; also: some results filed as inactive read as strong as hits
NOD2-RIPK2 inh – inhibitors of human NOD2-RIPK2 interaction | CHO BLA complementation NOD2-RIPK2, CCF4 ratio | inhibition, % at 4.98 µM | hit rate 0.38% among 360,000; in the data active = inhibition above about 21%;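 also: 0% = vehicle only and 100% = reference blocker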
LMP1 NFkB inh – reduces LMP1-driven NF-kappaB luciferase signal. AID 504558. hit rate 0.69% among 350,000. LMP1-induced NF-kappaB luciferase reporter cells, luminescence. inhibition, % at 12.5 µM; in the data active = inhibition above about 41%; inconclusive = no clear call, values can overlap the other calls;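 also: 0% = neutral control wells and 100% = reference inhibitor control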
TROY NFkB inh – inhibitors of TROY-dependent NF-kB signaling; Q293 LMP1-TROYcd NF-kB luciferase reporter, 4 h; inhibition, % at 10 µM; hit rate 0.98% among 360,000;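 active = compounds whose plate-normalised and pattern-corrected inhibition of the luciferase reporter signal at the single screening dose is 50% or more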
Active calls of the source: *; ? = inconclusive; nt = not tested or not shown. A portion of the library; rates above refer to the full screens.

SMILES | LRH-1 inv ag | SRC2 inh | NCOA1 inh | TRAIL sens C8 | TLR9-MyD88 block | NCOA3 inh | NR2F2 inh | Vif imaging | NOD2-RIPK2 inh | LMP1 NFkB inh | TROY NFkB inh
O=C1[C@H]2[C@@H](C3CC3)N3C(=O)CN(CC4CC4)C(=O)[C@@]3(Cc3ccccc3)[C@H]2C(=O)N1c1ccccc1 | -8 | 13 | -12 | 0 | -9 | 4 | 12 | 3 | -2 | -7 | 8
CCOc1ccccc1NS(=O)(=O)c1c(C)[nH]c(C)c1C(=O)N1CCCCC1 | 8 | 13 | -11 | 6 | 2 | -2 | 9 | -3 | 2 | -5 | -26
O=C(O)c1cncc(SCc2ccccc2)n1 | 1 | -48 | 12 | 6 | -5 | 22 | -1 | 2 | -10 | -6 | -13
O=C(NCCc1ccc(F)cc1)c1ccc2nccnc2c1 | -131 | -31 | -113 | 6 | -6 | -76 | -46 | ? | -9 | -22 | 8
Cc1nnc(NC(=O)c2ccccc2C(=O)O)s1 | -3 | 3 | 4 | 2 | 1 | 19 | 7 | -7 | -3 | -5 | -27
CCOC(=O)CSc1n[nH]c(NS(=O)(=O)c2ccccc2C(F)(F)F)n1 | -13 | 1 | -12 | -1 | 1 | 1 | -22 | -14 | -4 | 1 | 15
N#Cc1nc(Cc2cccc3ccccc23)oc1NCc1ccc2c(c1)OCO2 | -21 | 4 | 7 | 1 | 4 | -11 | 0 | 1 | 1 | 9 | 10
O=C(c1ccccc1F)N1CCN(c2ccccn2)CC1 | -2 | 15 | -3 | -12 | 9 | 11 | -14 | -1 | 7 | -6 | -7
Cc1ccc2cccc(NC(=S)NC(=O)c3c(Br)cnn3C)c2n1 | 6 | -13 | -3 | -12 | -6 | 12 | 15 | nt | 11 | -27 | 11
CCn1cc(S(=O)(=O)NCCc2ccccc2OC)cn1 | -7 | -1 | -7 | 8 | -9 | -5 | -4 | -1 | -26 | -3 | 12
CC(C)(C)C1CCC(=NNC(=O)C(=O)NCc2cccnc2)CC1 (centres undefined) | -8 | 17 | -7 | 4 | -5 | 2 | -8 | -1 | -11 | 9 | -24
O=C(Nc1ccccc1C(=O)O)c1cccc(NC(=O)c2ccc(Br)o2)c1 | -20 | 22 | -2 | -2 | -1 | 21 | -3 | -24 | -16 | -2 | -7
CC1Cn2c(COc3ccccc3)nnc2S1 (centres undefined) | 18 | 1 | -9 | -5 | -13 | 13 | 12 | -4 | 2 | -13 | 3
COCCOC(=O)C1=C(C)NC2=C(C(=O)CC(C)(C)C2)C1c1ccc(N(C)C)cc1 (centres undefined) | -5 | -11 | -6 | -10 | -1 | 0 | 6 | 0 | -5 | -7 | -4
Cc1ccc(CNC(=O)CS(=O)(=O)c2ccccc2)cc1 | 10 | -31 | -18 | -6 | -7 | -9 | 5 | 11 | -9 | -2 | -32
Cc1nc(NC(=O)c2cccc(-c3cc4ccccc4oc3=O)c2)ccc1Br | -45 | -42 | -20 | -10 | 2 | -15 | -18 | 0 | 3 | -8 | -68
O=C(NCCO)c1cc(-c2cc(C(=O)NCCO)c3ccccc3n2)nc2ccccc12 | 7 | -37 | -16 | -3 | 3 | 15 | -14 | 3 | 0 | -6 | -16
COc1ccc(C(=O)OCC(=O)Nc2ccc(Cl)cn2)cc1 | -2 | 14 | 6 | 6 | -2 | 2 | 6 | 1 | -10 | 2 | -13
O=C(Cn1cc2c(n1)CCCC2)NCc1cccc(Cl)c1 | 17 | -3 | 11 | 1 | -10 | 11 | 6 | 3 | 3 | -3 | -8
COc1ccc(C)cc1NC(=O)CCC(=O)Nc1nnc(C2CCCCC2)s1 | 7 | 6 | -16 | -5 | 2 | -17 | 21 | -7 | 0 | -14 | -13
CCCn1c(NC(=O)C2CCN(S(=O)(=O)c3cccs3)CC2)nc2ccccc21 | 8 | 10 | -2 | 34 | 1 | 1 | 1 | -36 | 7 | 1 | 26
COc1ccc(N(C(=O)CNC(=O)c2cccs2)C(C(=O)NCC2CCCO2)c2ccc(OC)c(OC)c2)cc1 (centres undefined) | -4 | -15 | -4 | -2 | 1 | 9 | -33 | -1 | -3 | -4 | 1
COC(=O)c1c(C)[nH]c(C(=O)OCc2ccc(F)cc2)c1C | -95 | -50 | -65 | -23 | -15 | -59 | -51 | 6 | -1 | -41 | -25
CCOC(=O)CN1C(=O)/C(=C/c2c(F)cccc2Cl)Oc2ccccc21 | -19 | 10 | -1 | 13 | -3 | -16 | 13 | -10 | -5 | 1 | -54
CC(C)NC(=O)c1cccc(NC(=O)CC2SC(N3CCCCC3)=NC2=O)c1 (centres undefined) | -5 | -20 | -14 | -7 | -9 | 16 | -6 | 4 | -5 | 4 | -8
Cc1oc2c(c(C)cc3oc(=O)c(CC(=O)NCC(=O)NCC(=O)NCC(C)O)c(C)c32)c1C (centres undefined) | 15 | 3 | 7 | -2 | 5 | 5 | -4 | -4 | 0 | 4 | 5
C#CCOCCOCCOCCNc1nc(N2CCOCC2)nc(N2CCN(C(=O)[C@H]([C@@H](C)CC)n3cc(CCCN=C(N)N)nn3)CC2)n1 | -6 | -18 | -9 | 5 | -69 | 8 | -1 | 6 | -7 | 1 | -6
CCOC(=O)C(=O)Nc1cc([N+](=O)[O-])ccc1C | 12 | 1 | -17 | 15 | 0 | 10 | -2 | 4 | -13 | -7 | 1
COCCn1nnnc1CN(CCc1ccccc1)Cc1cc2ccc(C)cc2[nH]c1=O | 23 | -11 | -7 | 5 | 7 | -1 | 7 | -1 | -9 | 1 | -3
Cc1cc(NC(=O)Nc2ccc(OCc3ccccc3)cc2)n(C)n1 | -30 | nt | -22 | 10 | -5 | 7 | nt | -3 | -2 | -11 | -34
COc1cccc(NC(=O)CN(C)C(=O)CNC(=O)c2sc3ccccc3c2Cl)c1 | -13 | -43 | -13 | 11 | -4 | -9 | -37 | 6 | -2 | -7 | -57
O=C(CN1C(=O)C2CC=CCC2C1=O)Nc1nnc(SCc2ccc(Cl)cc2)s1 (centres undefined) | 14 | 13 | -6 | -11 | 0 | -8 | 3 | nt | -9 | -3 | -25
Cc1c(NC(=O)COc2ncnc3ccccc23)c(=O)n(-c2ccccc2)n1C | -1 | -8 | -18 | -7 | -5 | -1 | -3 | 0 | 9 | -3 | 15
COc1ccc(NS(=O)(=O)c2cccc(C(=O)N3CCCC3)c2)cc1 | 16 | -11 | -4 | 5 | -9 | 7 | 8 | -9 | -5 | 2 | -4
CC1(CC(=O)Nc2ccccc2)NC(=S)N(c2ccccc2)N1 (centres undefined) | -50 | -21 | -9 | 2 | 0 | 2 | -6 | 2 | -4 | -15 | -34
COc1ccc(C(=O)Nc2cccc(C(=O)N3CCCC3)c2)cc1 | -18 | -14 | 2 | 5 | -8 | 8 | -25 | 5 | -3 | -7 | -21
O=C(Cn1cccc1)N1CCN(c2ccc(F)cc2)CC1 | -18 | 17 | 9 | -19 | 1 | 6 | 12 | 2 | 6 | -2 | -3
CCc1c(C)nc2[nH]nc(-c3ccccc3)n2c1=O | -50 | -48 | -37 | -17 | 7 | -13 | -18 | -3 | 11 | -11 | -19
O=C(c1cc(COc2cccc(C(F)(F)F)c2)on1)N1CCC(Oc2cccnc2)CC1 | 9 | 9 | 4 | 25 | 5 | -48 | 36 | -3 | -3 | 11 | 18
Nc1cc(C(=O)O)ccc1Nc1ccc(F)c(F)c1 | 15 | -1 | 9 | -7 | 9 | -9 | 15 | 12 | -5 | -7 | 12
Cc1ccc(C)c(NC(=O)CN(C)C(=O)c2ccc(Cl)nc2)c1 | 1 | -17 | -37 | -4 | 4 | 6 | 12 | 1 | -7 | 1 | -14
COc1ccc(/C=N/n2c(-c3n[nH]c4c3CCC4)n[nH]c2=S)cc1OC | 3 | -14 | -9 | -3 | 0 | -1 | -6 | -5 | -6 | 5 | -12
O=C(CCl)Nc1cccc(S(=O)(=O)N2CCCCCC2)c1 | 39 | -6 | -27 | 14 | -12 | -28 | -28 | 12 | -3 | -36 | 3
CC(C)CCC(CCNCc1ccccn1)c1ccc2c(c1)OCO2 (centres undefined) | -8 | 3 | -11 | 9 | -16 | 6 | 5 | -9 | 2 | 4 | 7
Cc1csc(NC(=O)CSc2nc(C(C)C)nc3c2c(=O)n(C)c(=O)n3C)n1 | 19 | -7 | 7 | 27 | -10 | 1 | 14 | -3 | -13 | 0 | 10
O=C1COc2ccc(C(=O)CSc3nnc(NCc4ccccc4)s3)cc2N1 | 5 | 0 | 3 | 6 | 5 | -4 | -9 | -3 | -11 | -5 | 11
CC(=O)NO | 7 | nt | -18 | -1 | nt | -30 | nt | -9 | -13 | nt | -9
O=C(Nc1ccc(S(=O)(=O)NC2=NCCCCC2)cc1)c1cccc(OC(F)F)c1 | -13 | 21 | 6 | 5 | -4 | 8 | 18 | -5 | 2 | -2 | 12
Cc1cc(C(=O)Cn2nnc3ccccc3c2=O)c(C)n1-c1c(C)n(C)n(-c2ccccc2)c1=O | 9 | 5 | -1 | -7 | 8 | 2 | -17 | 11 | 5 | 3 | 7
Cc1c(C(=O)NCC2CCCO2)oc2ccc(Br)cc12 (centres undefined) | -73 | -45 | -108 | -3 | -3 | -93 | -37 | 0 | 1 | -34 | -38
CCOC(=O)CSc1nc2cc(C)ccc2cc1C#N | -147 | -93 | -116 | 53* | 6 | -102 | -43 | 5 | -8 | -23 | -87
Cc1ccc(Cn2cc(CN3CC(N4CCCCC4)CS3(=O)=O)nn2)cc1 (centres undefined) | 5 | 10 | nt | -18 | nt | nt | 7 | nt | -3 | nt | -12
CCOC(=O)c1sc(NC(=O)c2cc(-c3cccc(O)c3)on2)c(C(=O)OCC)c1C | -2 | 13 | -12 | -8 | 3 | 4 | -17 | 8 | 3 | 8 | 0
COc1ccc(C(C)=O)cc1CSc1nnc2c(Cl)cc(Cl)cn12 | -40 | 10 | 11 | -7 | 2 | 6 | 1 | 21 | 1 | -6 | -5
N#CC1(NC(=O)COC(=O)c2ccccc2SCC(=O)N2CCCC2)CCCCC1 | 5 | 16 | -3 | 2 | 6 | 7 | 12 | -3 | 13 | 2 | 9
CC(C)(C)C(=O)Nc1ccc(C(=O)CSc2nnc(C3CC3)n2C2CC2)cc1 | 9 | 5 | -24 | -5 | -19 | -19 | -15 | nt | 2 | -12 | -12
O=c1c(CN2CCN(Cc3ccccc3)CC2)coc2ccc(Cl)cc12 | -16 | -41 | 1 | -9 | 6 | -7 | -9 | -5 | -2 | -1 | -1
CCN(CC)c1ccc(S(=O)(=O)N2CCOCC2)cc1NC(=O)COC(=O)/C=C/c1ccccc1 | -32 | 5 | 7 | 7 | -4 | -2 | -10 | -2 | -5 | -8 | 17

Looked up by compound from the list above:
SMILES | LRH-1 inv ag | SRC2 inh | NCOA1 inh | TRAIL sens C8 | TLR9-MyD88 block | NCOA3 inh | NR2F2 inh | Vif imaging | NOD2-RIPK2 inh | LMP1 NFkB inh | TROY NFkB inh
CCOC(=O)c1sc(NC(=O)c2cc(-c3cccc(O)c3)on2)c(C(=O)OCC)c1C | -2 | 13 | -12 | -8 | 3 | 4 | -17 | 8 | 3 | 8 | 0
CC(C)(C)C(=O)Nc1ccc(C(=O)CSc2nnc(C3CC3)n2C2CC2)cc1 | 9 | 5 | -24 | -5 | -19 | -19 | -15 | nt | 2 | -12 | -12
